Bioassay records as filed in PubChem.
EPAC2 agonist: EPAC2 (human) agonism. Q8WZA2. EPAC2 activation, biochemical qHTS; response scale: 100% = 6.5 mM cAMP response. Potency, µM (highest dose often 154 µM), for the others: top-dose activation, usual class: activators. 0.079% of 360,000 active. AID 720711; note: potency is the fitted concentration of half-maximal effect; nearly all actives have a fitted effect of over 50% in size
Target sequence (Q8WZA2 whole entry, looked up): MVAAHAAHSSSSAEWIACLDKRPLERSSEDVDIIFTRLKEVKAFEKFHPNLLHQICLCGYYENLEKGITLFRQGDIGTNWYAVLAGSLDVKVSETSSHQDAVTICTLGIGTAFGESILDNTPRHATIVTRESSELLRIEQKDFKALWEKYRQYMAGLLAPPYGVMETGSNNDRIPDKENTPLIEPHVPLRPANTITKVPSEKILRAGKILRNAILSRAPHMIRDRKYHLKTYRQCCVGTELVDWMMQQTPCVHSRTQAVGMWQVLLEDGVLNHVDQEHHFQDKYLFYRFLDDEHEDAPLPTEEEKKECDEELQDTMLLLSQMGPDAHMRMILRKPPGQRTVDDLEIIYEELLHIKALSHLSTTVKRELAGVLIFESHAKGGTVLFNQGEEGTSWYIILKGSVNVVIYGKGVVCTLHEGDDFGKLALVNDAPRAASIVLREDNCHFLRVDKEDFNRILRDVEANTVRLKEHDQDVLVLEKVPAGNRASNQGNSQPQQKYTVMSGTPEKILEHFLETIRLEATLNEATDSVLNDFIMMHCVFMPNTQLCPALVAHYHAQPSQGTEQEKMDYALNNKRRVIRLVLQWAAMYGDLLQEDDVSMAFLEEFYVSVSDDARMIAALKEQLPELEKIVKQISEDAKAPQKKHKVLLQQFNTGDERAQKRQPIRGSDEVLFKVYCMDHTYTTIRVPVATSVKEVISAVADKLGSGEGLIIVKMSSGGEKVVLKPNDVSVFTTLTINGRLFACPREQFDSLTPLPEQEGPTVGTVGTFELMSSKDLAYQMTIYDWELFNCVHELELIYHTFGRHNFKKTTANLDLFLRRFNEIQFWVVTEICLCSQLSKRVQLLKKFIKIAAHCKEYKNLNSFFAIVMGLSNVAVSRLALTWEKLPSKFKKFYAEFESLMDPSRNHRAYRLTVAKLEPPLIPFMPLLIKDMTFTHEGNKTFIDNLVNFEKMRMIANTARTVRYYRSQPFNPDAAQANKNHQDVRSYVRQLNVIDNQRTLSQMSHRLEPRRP
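Fluorescence exchange assay: 100 nM EPAC2 with 250 nM RAP1B-BODIPY-GDP and 50 uM GDP; compounds tested as a concentration-titration series (qHTS). Loss of Rap1-bound BODIPY-GDP fluorescence read at 480/540 nm; data normalized to 6.5 mM cAMP.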
Nrf2 activator: activators of Nrf2 (ARE) signaling; AID 624171; Potency, µM (titrated, usually from 46.1 µM), for inactives: at the top dose activation, usual class: activators; 0.31% of 410,000 active; AREc32 ARE-luciferase reporter (MCF7-derived line), luminescence, 24 h; note: potency is the fitted concentration of half-maximal effect; % of control where 0% means no effect; nearly all actives have a fitted effect of over 65% in size
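AREc32 cells carrying an ARE-driven firefly luciferase, 1000 cells/well in OPTI-MEM with 5% FBS, dosed after overnight attachment and incubated 24 hr at 37 deg C. Steady-Glo luminescence read after 30 min at RT.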
Akt phos inh: blocks phosphorylation of Akt; Neuro2A IGF-stimulated pAkt S473 HTRF, 20 min; stronger effect = lower value; activity change, % for hits at 50 µM; 0.32% of 360,000 active; AID 651550; in the data active = activity change below about -80%; inconclusive = mostly about -51% to -80%; note: % is set by controls: 0 for no effect and ±100 for the full control effect
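Neuro2A cells in DMEM with 0.5% FBS, overnight at 37 deg C, given compound at single 50 µM final, then IGF (6 nM final) for 20 min at 37 deg C. Lysed; phospho-Akt Ser473 by HTRF after 24 h, 665/615 ratio.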
EPAC2 antagonist: EPAC2 (human) antagonism. Q8WZA2. EPAC2 GEF exchange of Rap1B-BODIPY-GDP, fluorescence. Potency, µM (top dose mostly 114 µM), without a hit: top-dose activity, negative = inhibition, hits mostly inhibitors. 0.18% of 360,000 active. AID 720708; note: potency is the fitted concentration of half-maximal effect; % is set by controls: 0 for no effect and ±100 for the full control effect; nearly all actives have a fitted effect of over 45% in size; many of its hits are not listed in these tables
A549 tox: kills or reduces viability of A549 cells in Nrf2 counter-screen; A549 ARE-Fluc cells, CellTiter-Fluor viability, 18-24 h; Potency, µM (top dose mostly 46 µM), without a hit: at the highest dose activity change, negative = cytotoxicity, hits mostly inhibitors; 0.16% of 390,000 active; AID 504648; note: potency is the fitted concentration of half-maximal effect; % is set by controls: 0 for no effect and ±100 for the full control effect
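A549 ARE_Fluc cells in 5% FBS OPTI-MEM were exposed to compounds in concentration-response for 18-24 h at 37 deg C. Viability was read by CellTiter-Fluor fluorescence (Ex 405/Em 525) after 30 min, before the luciferase read.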
Nrf2 inh: inhibitors of Nrf2 signaling; 2.1% of 360,000 active; Potency, µM (series often up to 46 µM), for inactives: top-dose activity change, negative = inhibition, hits mostly inhibitors; A549 ARE-Fluc reporter, luciferase luminescence, 18-24 h; note: potency is the fitted concentration of half-maximal effect; % is set by controls: 0 for no effect and ±100 for the full control effect; nearly all actives have a fitted effect of over 60% in size
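Quantitative HTS in A549 cells stably bearing an antioxidant response element-firefly luciferase construct. Inhibition of Nrf2-driven transcription was scored by luminescence after 18-24 h of compound exposure at 37 °C.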
TGFb SMAD3 inh: inhibitors of TGF-b signaling | 1.2% of 410,000 active | Potency, µM (series often up to 46.1 µM), for the others: at the highest dose activity, negative = inhibition, hits mostly inhibitors | HepG2 CAGA-GFP TGF-b/SMAD3 reporter, GFP fluorescence, 18 h; TGF-beta stimulated, 500 pg/mL final; note: potency is the fitted concentration of half-maximal effect; % is set by controls: 0 for no effect and ±100 for the full control effect; nearly all actives have a fitted effect of over 65% in size
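Read-out: total well GFP (ex488/em500-530) summed from mean per-cell fluorescence. Cells: HEPG2 CAGA-GFP, 1% FBS DMEM, 18 h at 37 degrees C with 500 pg/mL final TGF-beta. Unstimulated wells served as the full-inhibition control; stimulated DMSO wells = 0%.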
CCT modulator: changes cytosolic chaperonin activity | purified chaperonin ATPase assay, HTRF ADP detection, 30 min | activity change, % (concentration not given with the values), hits read low | 0.3% of 360,000 active; in the data active = activity change below about -30%; note: % is set by controls: 0 for no effect and ±100 for the full control effect
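TRiC at 40 or 20 nM final (batch-dependent) in 30 mM Tris pH 7.4, 100 mM KCl, 5 mM MgCl2, 1 mM DTT, with compound at single 76 uM and 10 uM ATP, 30 min at 37 deg C. ADP detected by HTRF Transcreener, 665/615 ratio.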
Mm-Cpn inhibitor: M. maripaludis TRiC chaperonin inhibition; purified Mm-Cpn ATPase, ADP Transcreener TR-FRET; Potency, µM (doses to about 76.9 µM), without a hit: at the top dose activity, negative = inhibition, hits mostly inhibitors; 0.031% of 330,000 active; note: potency is the fitted concentration of half-maximal effect; % is set by controls: 0 for no effect and ±100 for the full control effect; nearly all actives have a fitted effect of over 80% in size
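Quantitative HTS used 25 nM Mm-CPN and 10 uM ATP in magnesium/KCl Tris buffer, pH 7.4, with 1 mM DTT. Hydrolysis ran 30 min at 37°C; ADP was read by HTRF.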
Active calls of the source: *; i = inactive; ? = inconclusive; / = no result given; [ ] = remark or other dose. Unless noted, calls come from the whole dose curve; as a rule, active = well fitted curve in the direction sought with a large enough effect; inconclusive = small, poorly fitted or top-dose-only effect, or another doubt; inactive = no such curve, though single readings can be large; an effect the other way counts as inactive or inconclusive.

SMILES	EPAC2 agonist	Nrf2 activator	Akt phos inh	EPAC2 antagonist	A549 tox	Nrf2 inh	TGFb SMAD3 inh	CCT modulator	Mm-Cpn inhibitor
CCC(C)(C)n1nnnc1C(c1ccc(O)c(OC)c1)N1CCc2ccccc2C1 (centres undefined)	-4%	5.5%	i	-1%	1%	-12%	?	-0.1	2%
O=C(COc1ccccc1Cc1ccccc1)Nc1cccc(S(=O)(=O)N2CCOCC2)c1	3%	3.6%	i	-7%	6%	?	-29%	7.1	-3%
COc1cc(/C=C2\N=C(c3c(-c4ccccc4)noc3C)OC2=O)ccc1OC(C)=O	1%	-0.3%	i	-23%	-5%	-1%	4%	-0.2	-3%
CC(=O)Nc1ccc(NC(=O)c2ccc(S(=O)(=O)N3CCCCCC3)cc2)cc1	-3%	-1.8%	i	5%	/	/	-1%	-0.3	/
CCCN(CC(=O)Nc1ccccc1OC)C(=O)c1ccncc1	10%	0.0%	i	10%	11%	4%	8%	-2.1	2%
CCOc1ccccc1NC(=O)Nc1ccc(CC#N)cc1	8%	9.4%	i	-23%	0%	3%	-9%	0.0	0%
CC1(C)CN(c2ccccc2)N(Cc2ccc(F)cc2)C1=O	-3%	0.0%	i	2%	-1%	?	1%	-3.3	-1%
COC(=O)CCC(=O)NNC(=O)c1ccc(Br)cc1	1%	1.6%	i	-7%	-5%	5%	40%[activator]	0.1	-1%
CCOC(=O)C1=C(O)C(=O)N(c2ccc(S(N)(=O)=O)cc2)C1c1ccc([N+](=O)[O-])cc1 (centres undefined)	3%	-0.4%	i	9%	0%	-10%	5%	-0.1	1%
O=c1cc(CSc2n[nH]c(=O)n2C2CC2)c2ccc(O)cc2o1	11%	0.0%	i	7%	-9%	-9%	-12%	0.2	0%
CCN(CC)CCn1c(=S)[nH]c2ccc(Br)cc2c1=O	1%	-1.4%	i	-3%	-7%	-12%	5%	-2.5	1%
COc1ccc(O)c(CN2CCN(CCCc3ccccc3)C(CCO)C2)c1 (centres undefined)	-6%	-0.2%	i	2%	8%	16%	2%	0.5	0%
CC(Oc1nc2c(c(=O)n(C)c(=O)n2C)n1C)C1CCCCC1 (centres undefined)	12%	0.3%	i	-3%	18%	-20%	-3%	0.0	/
C(CCN1CCOCC1)CN1CCOCC1	6%	-0.2%	i	-5%	/	/	-10%	-5.0	/
Cc1cc(N2CCN(S(=O)(=O)c3ccccc3)CC2)c2ccccc2n1	10%	0.3%	i	-4%	-17%	21µM*	?	-1.5	1%
O=C(CN1C(=O)c2ccccc2S1(=O)=O)c1ccccc1F	-1%	-2.1%	i	3%	-2%	?	-13%	-0.4	-1%
O=C(CCCOc1ccccc1)NNC(=O)c1ccncc1	6%	-0.6%	i	4%	5%	-4%	17%	-3.9	-1%
COC(=O)COc1cccc(NC(=O)c2cccs2)c1	1%	4.2%	i	-2%	-7%	-17%	-23%	-2.1	-11%
O=c1cc(O)c2ccccc2[nH]1	12%	0.3%	i	1%	1%	2%	-1%	-0.9	-5%
CN(Cc1ccccc1)C(=O)c1ccc(NC(=O)c2ccccc2)cc1	0%	-0.8%	i	-2%	-1%	-19%	?	-1.8	0%
CCCCC1=CC2=C(c3ccco3)C(=O)C(C)(OC(=O)c3ccc(OC)cc3)C(=O)C2=CN1CCN1CCOCC1 (centres undefined)	7%	-0.5%	i	-7%	-12%	0%	-24%	-1.9	-3%
CCCN1CCN(C(=O)c2ccc(CS(=O)c3ccc(Br)cc3)o2)CC1 (centres undefined)	-5%	-0.8%	i	6%	/	/	8%	1.2	/
COc1cccc(CN2CC(C(=O)NCc3cccc(Cl)c3)CCC2=O)c1 (centres undefined)	3%	0.1%	i	-16%	4%	11%	6%	-2.8	1%
Cc1cc(-c2ccccc2)nc(N/N=C/c2ccc(O)cc2O)n1	11%	-0.4%	i	-6%	-13%	?	?	-0.8	1%
CCn1c(-c2ccccc2Cl)nn(CC(=O)Nc2ccccc2OC)c1=S	8%	-2.0%	i	3%	-4%	-9%	7%	-1.2	2%

(list continues)
SMILES	EPAC2 agonist	Nrf2 activator	Akt phos inh	EPAC2 antagonist	A549 tox	Nrf2 inh	TGFb SMAD3 inh	CCT modulator	Mm-Cpn inhibitor
CC1=C(C(=O)OCC2CCCO2)C(c2cccc(O)c2)NC(=O)N1 (centres undefined)	10%	0.1%	i	3%	-6%	-23%	-11%	-1.1	1%
CCOC(=O)C1CCCN(C(=O)c2ccccc2OC(F)(F)F)CC1 (centres undefined)	3%	-1.2%	i	6%	/	/	-1%	-1.5	/
COc1cccc(CC(=NO)c2cccc(OC)c2)c1	3%	-0.2%	i	?	3%	5%	-3%	-1.6	/
O=C(COc1c(Br)cc(Br)c2cccnc12)N1CCc2ccccc2C1	4%	0.7%	i	-1%	5%[1.84 µM]	?	-20%	-0.9	-5%
COCCCNC(=O)/C(C#N)=C/c1ccc(F)cc1	6%	3.3%	i	-3%	-4%	10%	-16%	-0.6	2%
COc1ccc(N2CS(=O)(=O)/C(=C/N(C)C)C2=O)cc1	4%	-0.8%	i	-2%[57.1 µM]	-12%	?	4%	-0.5	0%
CC[C@@]1(C(=O)OC)N[C@H](CN(C)C(=O)COC)[C@@H]2C(=O)N(Cc3ccccc3)C(=O)[C@@H]21	14%	0.5%	i	5%	-2%	-4%	13%	-0.8	0%
OCCC1CN(Cc2cccc(F)c2F)CCN1CCc1ccccc1 (centres undefined)	7%	0.3%	i	-6%	3%	12%	-9%	0.3	-2%
CN1C=CC2=C(C#N)C(N)C(C#N)(C#N)[C@H](c3ccccc3)[C@H]2C1 (some centres undefined)	28%	-0.8%	i	-9%	-1%	3%	44%[activator]	-0.2	-3%
CCc1noc(C)c1C(=O)N1CCN(S(=O)(=O)c2ccc(C)cc2)CC1	3%	1.9%	i	18%	3%	0%	3%	-0.6	1%
C=Cc1ccc(N=Cc2c(O)ccc3ccccc23)cc1	23%	2.4%	i	3%	-6%	-3%	0%	1.1	0%
COc1ccc(S(=O)(=O)N2CCN(CC(=O)N3CCc4ccccc4C3)CC2)cc1OC	-8%	-0.2%	i	-7%	-7%	?	?	-1.4	2%
CCN(Cc1nc(-c2ccccc2)no1)C(=O)c1ccoc1C	5%	0.0%	i	-7%	1%	-4%	11%	1.2	0%
CCC1(c2ccccc2)NC(=O)N(CC(=O)Nc2ccc(Cl)c(S(=O)(=O)N3CCCCC3)c2)C1=O (centres undefined)	21%	3.2%	i	-1%	-15%	?	-13%	-1.9	2%
O=C(c1cc(=O)c2ccccc2o1)N(Cc1ccccc1)C1CCS(=O)(=O)C1 (centres undefined)	-1%	-0.7%	i	4%	-7%	-22%	8%	3.9	2%
Cc1ccc(CNC(=O)c2cnc3ccccc3n2)cc1	10%	2.2%	i	-1%	-1%	0%	?	2.0	2%
Cc1ccc(S(=O)(=O)N2C/C=C\CN(S(=O)(=O)c3ccccc3Br)CC2)cc1	6%	8.8%	i	-9%	-6%	-19%	-6%	-0.7	-1%
COc1ccc(NC(=O)CN(C)C2CCS(=O)(=O)C2)cc1 (centres undefined)	2%	-0.8%	i	5%	-6%	-7%	0%	2.8	0%
CC(C)c1ccc(NC(=O)c2cnn3c(C(F)F)cc(-c4ccccc4)nc23)cc1	/	-0.5%	/	/	10%	14%	-6%	/	/
COc1cc(NC(c2ccccc2)c2ccccc2)cc(OC)c1OC	10%	1.7%	i	-14%	11%	-2%	1%	-3.8	3%
COc1ccc([C@H]2CC(=O)C=C(c3c(C)cc(C)cc3C)C2)cc1	9%	-0.2%	i	?	3%	-5%	-2%	0.3	-1%
O=C(Nc1sc2c(c1C(=O)O)CCCCC2)c1cccs1	2%	0.3%	i	4%	-18%	-19%	-4%	-2.9	1%
COc1ccc(NC(=O)CSc2nnc3ccc(-c4ccncc4)nn23)cc1	3%	-0.6%	i	12%	-6%	-27%	-6%	-1.5	-2%
CC(=O)Nc1ccc(OCC(=O)NCc2ccc(C)cc2)cc1	13%	0.3%	i	8%	-2%	-7%	-14%	0.0	2%
O=C(NC1CC1)c1cc(OCC(F)(F)F)ccc1OCC(F)(F)F	2%	-0.3%	i	5%	4%	-5%	-4%	-1.0	-3%
COc1cc(CNCCO)cc(Cl)c1OCc1ccc(Cl)cc1Cl	5%	-2.6%	i	-10%	4%	2%	22µM*	-1.1	-3%
Cc1ccsc1C(=O)OCC(=O)NCc1ccccc1	0%	-0.2%	i	3%	6%	?	25%	-1.1	-2%
CCOc1cc(Br)c(Br)c(C=Nc2ccc(NC(C)=O)cc2)c1O	6%	0.4%	i	9%	-4%	1%	1%	-6.2	-15%
COc1cccc(OC)c1C(=O)NC(=S)N1CCOCC1	15%	-1.1%	i	3%	2%	0%	-19%	-2.2	-1%
Cc1csc(Nc2ccccc2)n1	9%	5.5%	i	4%	25%	?	2%	-1.0	1%

Single records, from the list above.
`COC(=O)CCC(=O)NNC(=O)c1ccc(Br)cc1` is listed as EPAC2 agonist: 1%; Nrf2 activator: 1.6%; Akt phos inh: i; EPAC2 antagonist: -7%; A549 tox: -5%; Nrf2 inh: 5%; TGFb SMAD3 inh: 40%[activator]; CCT modulator: 0.1; Mm-Cpn inhibitor: -1%
`COc1cc(NC(c2ccccc2)c2ccccc2)cc(OC)c1OC` is listed as EPAC2 agonist: 10%; Nrf2 activator: 1.7%; Akt phos inh: i; EPAC2 antagonist: -14%; A549 tox: 11%; Nrf2 inh: -2%; TGFb SMAD3 inh: 1%; CCT modulator: -3.8; Mm-Cpn inhibitor: 3%
`COc1cccc(CC(=NO)c2cccc(OC)c2)c1` is listed as EPAC2 agonist: 3%; Nrf2 activator: -0.2%; Akt phos inh: i; EPAC2 antagonist: ?; A549 tox: 3%; Nrf2 inh: 5%; TGFb SMAD3 inh: -3%; CCT modulator: -1.6; Mm-Cpn inhibitor: /

An excerpt, so the mix of outcomes need not match the whole.
